KCNK3 block = human KCNK3 channel inhibition, primary screen | O14649 | CHO-KCNK3 thallium flux, FluxOR fluorescence; active compounds read low | B-score at 10 µM | 0.84% of 340,000 active | AID 602410;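 active means B-score under library mean minus 4 SD, starting fluorescence ratio at most library mean plus 5 SD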;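 further: more negative B-score means stronger inhibition of thallium flux through KCNK3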
Target sequence (O14649 whole entry, looked up): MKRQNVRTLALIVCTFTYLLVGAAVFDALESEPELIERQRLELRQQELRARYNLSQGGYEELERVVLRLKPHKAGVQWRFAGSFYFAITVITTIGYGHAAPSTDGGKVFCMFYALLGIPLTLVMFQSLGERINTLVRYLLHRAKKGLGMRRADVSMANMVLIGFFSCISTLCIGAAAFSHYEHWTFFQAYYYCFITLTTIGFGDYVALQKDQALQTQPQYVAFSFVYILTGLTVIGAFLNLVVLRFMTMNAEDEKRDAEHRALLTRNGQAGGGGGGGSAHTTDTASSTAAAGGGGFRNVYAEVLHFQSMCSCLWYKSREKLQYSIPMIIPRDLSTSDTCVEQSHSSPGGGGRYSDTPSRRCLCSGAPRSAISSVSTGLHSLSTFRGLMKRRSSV
RGS4 block = inhibitors of human RGS4; P49798; HEK293 M3R/RGS4 inducible, Fluo-4 calcium flux; active compounds read high; triggered by carbachol at its EC20; B-score at 10 µM; 0.45% of 310,000 active; AID 463165;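 active means B-score, a plate-corrected calcium signal, over three deviations above library mean, with baseline fluorescence within five deviations of library mean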;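 further: RGS4 expression induced by doxycycline in cells with stable M3 receptor; B-score is computed from the integrated fluorescence ratio over baseline after carbachol; higher B-score means a larger calcium signal and so more RGS4 inhibition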
Target sequence (P49798 whole entry, looked up): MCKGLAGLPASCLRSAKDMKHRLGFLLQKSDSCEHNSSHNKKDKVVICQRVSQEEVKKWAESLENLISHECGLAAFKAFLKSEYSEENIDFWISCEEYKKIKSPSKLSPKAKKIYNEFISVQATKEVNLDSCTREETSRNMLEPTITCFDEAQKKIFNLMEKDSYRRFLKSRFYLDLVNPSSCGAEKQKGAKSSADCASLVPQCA
KCNK9 block = inhibitors of human KCNK9 two-pore domain potassium channel; Q9NPC2; HEK293 KCNK9, FluxOR thallium flux fluorescence; active compounds read low; B-score at 10 µM; 1.2% of 310,000 active;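 active means ratio B-score over 3 SD below the library mean, with starting fluorescence within 5 SD of its mean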;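 further: negative B-score means less thallium flux so channel inhibition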
Target sequence (Q9NPC2 whole entry, looked up, the tested form may be a part): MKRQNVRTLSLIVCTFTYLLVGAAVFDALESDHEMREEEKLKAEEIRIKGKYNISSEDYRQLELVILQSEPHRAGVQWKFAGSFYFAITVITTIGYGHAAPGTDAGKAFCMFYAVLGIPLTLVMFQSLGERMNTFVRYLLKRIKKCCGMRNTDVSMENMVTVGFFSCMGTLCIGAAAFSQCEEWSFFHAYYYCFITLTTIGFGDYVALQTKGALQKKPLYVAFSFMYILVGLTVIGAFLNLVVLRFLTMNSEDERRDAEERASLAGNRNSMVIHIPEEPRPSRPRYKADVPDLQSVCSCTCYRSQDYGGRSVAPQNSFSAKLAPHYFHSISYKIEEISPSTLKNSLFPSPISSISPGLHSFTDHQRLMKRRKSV
KCNQ1 act = potentiates or activates the human KCNQ1 potassium channel; B-score at 10 µM; CHO-K1 KCNQ1, thallium flux FluxOR fluorescence; active compounds read high; 0.35% of 310,000 active;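 active means fluorescence ratio B-score, a plate-corrected score, at least three library SD, with initial intensity B-score within 5 SD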
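assay system = KCNQ1-transfected CHO-K1 cells | medium = assay buffer with matched DMSO | probe or stimulus = depolarizing K+/Tl+ stimulus, K2SO4 and Tl2SO4 each 12.5 mM in 5x stock | dosing = single dose | incubation = dye 90 min, compound 20 min, room temperature | detection = kinetic FluxOR fluorescence, 10 s baseline plus 110 s post-stimulus | evaluation = ratio B score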
RGS4 act = RGS4 potentiation or activation | B-score at 10 µM | HEK293 M3R/inducible RGS4, carbachol calcium flux Fluo4; active compounds read low | 0.92% of 310,000 active | AID 463111;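 active means B-score of the integrated calcium signal more than 4 SD below the library mean, with starting fluorescence not abnormally high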;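 further: negative B-score means reduced calcium response which marks RGS4 activation or potentiation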
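System – HEK293 FlpIn-TREx cells, stable M3R, doxycycline-inducible RGS4 · Reagent – ECmax carbachol challenge · Times – compound preincubation 20 min at room temperature before agonist · Technique – Fluo4 fluorescence kinetic imaging of calcium · Measure – B score of integrated Fluo4 ratio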
MrgX1 allo act = allosterically activates human MrgX1 receptor signaling | 0.63% of 310,000 active | MrgX1-HEK293, Fluo-4 calcium flux, FDSS; active compounds read high | Q96LB2 | AID 588675 | B-score at 10 µM;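 active means plate-corrected calcium response at least 3 library SD above typical, normal starting fluorescence, not activating the receptor alone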;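 further: compound read alongside a low EC10 to EC30 dose of BAM8-22 agonist; peak minus trough fluorescence over baseline measured at the second addition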
KCNQ1 block = blocks the human KCNQ1 potassium channel. 1.3% of 310,000 active. CHO-K1 KCNQ1, FluxOR thallium flux fluorescence; active compounds read high. B-score at 10 µM. AID 2642;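 active means compounds whose thallium flux B-score, printed positive for inhibition, exceeds three library SD while starting fluorescence stays within three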;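 further: channel opened by potassium depolarization with thallium stimulus after 20 min compound exposure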
hERG rescue = compounds protecting human hERG from proarrhythmic drug block; AID 1511; activation (rescue from dofetilide block), less the hit threshold, % at 10 µM; Q12809; CHO-hERG, FluxOR thallium flux, dofetilide IC70 present; 0.51% of 310,000 active;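 active means activation above the mean of controls blocked by dofetilide plus 5 SD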;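 further: thallium influx through hERG after potassium depolarization seen as dye fluorescence rise; in these data hits start at about 4.7%; inactives centre near -7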
MrgX1 agonist = human MrgX1 receptor agonism, primary screen; 0.44% of 310,000 active; B-score at 10 µM; AID 588627; MrgX1-HEK293 cells, Fluo-4 calcium fluorescence, agonist mode; active compounds read high;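 active means calcium response B-score plate-corrected fluorescence ratio at least 3 library SD, with starting fluorescence B-score inside 5 SD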
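Test system: Stable human MrgX1 HEK293 cell line | Schedule: Overnight plating before 1 h dye loading | Read-out basis: Baseline-normalised fluorescence change ratio, B-scored | Detection: Kinetic calcium dye fluorescence, Fluo-4 NW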
ANO1 block = inhibitors of mouse TMEM16A calcium-activated chloride channel | normalized B-score (activity score, 25-100; higher = stronger inhibition) at 10 µM | HEK293 TMEM16A/YFP iodide influx fluorescence, ionomycin | 1.2% of 310,000 active | AID 588511;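 active means ratio plate-corrected score three or more library SD toward inhibition, starting fluorescence score within five deviations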;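 further: score derived from kinetic fluorescence span divided by baseline fluorescence per well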
ANO1 activ = activators or potentiators of mouse TMEM16A chloride channel; Q8BHY3; HEK293 TMEM16A/YFP-H148Q/I152L, iodide quench fluorescence; active compounds read low; B-score at 10 µM; 0.3% of 340,000 active; AID 623877;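 active means fluorescence-ratio B-score plate-corrected deviation score at least 3 library SD below zero, with starting fluorescence score within 5 deviations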;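 further: channel opened by trigger with iodide after compound preincubation; score built on the fluorescence ratio of max minus min over baseline; more negative score means more quench and so TMEM16A activation or potentiation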
* = called active by the depositor; i = inactive; nt = not tested or not shown. Random draw from the library (roughly 6.3% active in at least one column).

SMILES,KCNK3 block,RGS4 block,KCNK9 block,KCNQ1 act,RGS4 act,MrgX1 allo act,KCNQ1 block,hERG rescue,MrgX1 agonist,ANO1 block,ANO1 activ
CCN1CCN(Cc2ccc(NC(=O)CC3Oc4ccc(C)cc4NC3=O)cc2)CC1 (centres undefined),i,i,i,i,i,i,i,-5.2,i,i,i
Cc1ccc(-c2csc(NC(=O)CN3CCOCC3)n2)cc1,i,i,i,i,i,i,i,-5.9,i,i,i
CC(C)NC(=O)CCn1nc(-c2ccc(Cl)cc2)c2ccccc2c1=O,i,i,i,i,i,i,i,-4.3,i,i,i
CCOC(=O)c1cc2cc(OC)ccc2nc1C,i,i,i,i,i,i,i,-4.6,i,i,i
NCCCCCc1cn(CC(=O)NCCCCCCCCCCC(=O)N2CCNCC2)nn1,i,nt,nt,nt,nt,i,nt,nt,i,i,i
O=C(NCC1CCCO1)c1ccc(NC(=O)C2C3C=CC(C3)C2C(=O)O)cc1 (centres undefined),i,i,i,i,i,i,i,-5.4,i,i,i
C=C(C)CN=C1NN=C(c2cc(C)n(-c3ccc(C)cc3)c2C)CS1,i,i,i,i,i,i,i,-10.3,i,i,i
CCCOc1ccc(C(=O)O)cc1,i,i,i,i,i,i,i,-4.6,i,i,i
COC(=O)C1=CC(C(=O)c2cccs2)=NN(c2ccc(OC)cc2)C1C(=O)OC (centres undefined),i,i,i,i,i,i,i,-10.7,i,i,i
O=c1[nH]c(-c2ccccn2)nc(C(F)(F)F)c1Br,i,i,i,i,i,i,i,-4.9,i,i,i
Cc1cc(NC(=O)CSc2nc3c(C)c(C)ccc3cc2C)no1,i,i,i,i,i,i,i,-0.6,i,i,i
O=C(Cn1cnc2c(cnn2-c2ccccc2)c1=O)N1CCCc2ccccc21,i,i,i,i,i,i,i,-9.9,i,i,i
O=C(CNC(=O)c1ccc(Cl)cc1)c1ccc(Cl)cc1,i,i,i,i,i,i,i,-7.1,i,i,i
CCc1ccc(OCC(=O)N(Cc2cccs2)C2CCS(=O)(=O)C2)cc1 (centres undefined),i,i,i,i,i,i,i,-9.1,i,i,i
Cn1c(CO)cnc1SCc1ccccc1,i,i,i,i,i,i,i,-5.7,i,i,i
O=C(N/N=C\c1ccc(OCC(=O)N2CCCC2)cc1)C(=O)Nc1ccccc1F,i,i,i,i,i,i,i,-1.3,i,i,i
N#CCCCn1c(O)c(N=NC(=O)C(O)c2ccccc2)c2ccccc21 (centres undefined),i,i,i,i,i,i,i,-6.8,i,i,i
O=C(NC1CCCCCC1)c1ccc(-n2cnnc2)cc1,i,i,i,i,i,i,i,-6.0,i,i,i
Cc1cccc(CSC(Nc2ccc(F)cc2)=C(C#N)C#N)c1,i,i,i,i,i,i,8*,-19.1,i,100*,i
COC(=O)CCC(=O)OC1(C)C(=O)C=C2C=C(C3CC3)N(c3ccc(CO)cc3)C=C2C1=O (centres undefined),nt,i,i,i,i,i,i,-1.8,i,i,nt
CC(C)(C)c1cc(C(=O)Nc2cccc3ccccc23)ccn1,i,i,i,i,i,i,i,-6.0,i,i,i
CCCNC(=O)COc1ncnc2sc(C)c(C)c12,i,i,i,i,i,i,i,-1.7,i,i,i
COc1ccc(CN2CCCC(C(=O)c3ccc(Cl)cc3)C2)cc1Cn1cccn1 (centres undefined),i,i,i,i,i,i,i,-22.9,i,i,i
NC(=O)C1CCN(C(=S)c2cccs2)CC1,i,i,i,i,i,i,i,0.6,i,i,i
O=C(O)Cn1cc(C(=O)c2cccs2)c2ccccc21,i,i,i,i,i,i,i,-9.1,i,i,i
Cc1csc(NC(C)c2nc3cc(C(F)(F)F)ccc3n2CCCO)n1 (centres undefined),i,i,i,i,i,i,i,-5.7,i,i,i
CCOc1ccc(S(=O)(=O)NCCC(=O)NC2=NCCS2)cc1,i,i,i,i,i,i,i,-3.7,i,i,i
COC(=O)CCCC(=O)Nc1c(F)c(F)c(F)c(F)c1F,i,i,i,i,i,i,i,-4.4,i,i,i
CC(C)C(=O)Nc1ccc(NC(=O)c2ccccc2Cl)nc1,i,i,i,i,i,i,i,-4.8,i,i,i
CCN(CC)CCOC(=O)c1ccc(Cl)cc1,i,i,i,i,i,i,i,-5.0,i,i,i
O=C1C2CC=CCC2C(=O)N1CC(=O)N(Cc1ccccc1)C1CCS(=O)(=O)C1 (centres undefined),i,i,i,i,i,i,i,-5.4,i,i,i
O=C(CSC(=S)N1CCSCC1)c1ccc(Cl)cc1,i,i,i,i,i,i,i,-9.5,i,i,i
c1cncc(-c2nc3c(ccc4ccccc43)[nH]2)c1,i,i,i,i,i,i,i,-9.7,i,i,i
CCOC(=O)Cc1nnc(NC(=O)C(CC)Sc2nnc3c4ccccc4n(C)c3n2)s1 (centres undefined),i,i,i,i,i,i,i,-6.9,i,i,i
CC(C)(C)c1ccc(/C=N/Nc2ccc(C(=O)O)cc2)cc1,i,i,i,i,i,i,i,-4.3,i,i,i
CC1CCCCC1NC(=O)CSc1nnc(N)s1 (centres undefined),i,i,i,i,i,i,i,-6.2,i,i,i
O=C(CCN1C(=O)COc2ccccc21)N1CCCCC1,i,i,i,i,i,i,i,-3.4,i,i,i
COc1cc([N+](=O)[O-])ccc1NC(=O)CC1SC(=Nc2ccc(F)cc2)N(CCC2=CCCCC2)C1=O (centres undefined),i,i,i,i,i,i,i,-5.3,i,i,i
COc1cccc(CN2CCN(C3CCN(c4ccccc4C)CC3)CC2CCO)c1 (centres undefined),i,i,i,i,i,i,i,-8.4,i,i,i
CCOc1ccc(S(=O)(=O)N(CC(=O)NN=C2CCN(C)CC2)c2ccc(C)cc2)cc1,i,i,i,i,i,i,i,-1.6,i,i,i
CC1(C)CC(=O)C(C(=S)Nc2ccccc2)=C(NC2CC(C)(C)NC(C)(C)C2)C1,i,i,i,i,i,i,i,-11.4,i,i,i
Cc1[nH]nc(Nc2ccc(C(C)C)cc2)c1[N+](=O)[O-],i,i,i,i,i,i,i,-0.1,i,i,i
O=C(COc1ccc(S(=O)(=O)N2CCOCC2)cc1)NC1CC1,i,i,i,i,i,i,i,-6.3,i,i,i
O=C(NCC1CCCO1)C1CCCN(c2ncccn2)C1 (centres undefined),i,i,i,i,i,i,i,-8.0,i,i,i
COc1ccc2nc(N(CCN(C)C)C(=O)c3ccc4c(c3)OCCO4)sc2c1,i,i,i,i,i,i,i,-2.8,i,i,i
CC(=O)c1ccc(NC(=O)Cn2cnc(S(=O)(=O)N3CCOCC3)c2)cc1,i,i,i,i,i,i,i,-10.9,i,i,i
CN1CCN(Cc2cc(Cl)c3cccnc3c2OC(=O)c2cccs2)CC1,i,i,i,i,i,i,i,-6.9,i,i,i
CCOCCCNCc1ccc(OCC(=O)N2CCOCC2)c(OC)c1,i,i,i,i,i,i,i,-7.6,i,i,i
CC1CCCC(NC(=O)CSc2nnc(N)s2)C1C (centres undefined),i,i,i,i,i,i,i,0.6,i,i,i
O=C1CCC(=O)N1OCCOc1ccccc1,i,i,i,i,i,i,i,-6.9,i,i,i
COc1ccc(CN2C[C@H](C)[C@@H](CC(=O)NCc3ccccc3)C2=O)cc1,i,i,i,i,i,i,i,-0.8,i,i,i
O=C(Nc1ccc(F)cc1)N(Cc1nnc2n1CCCCC2)c1ccccc1,i,i,i,i,i,i,i,-7.4,i,i,i
CCOc1ccc(NC(=O)c2ccc(CC)s2)c([N+](=O)[O-])c1,i,i,i,i,i,i,i,-14.7,i,i,i
Cn1c(=O)c2c(nc(Cc3ccc(N)cc3)n2C)n(C)c1=O,i,i,i,i,i,i,i,-5.2,i,i,i
CCC(C(=O)c1ccccc1)P(=O)(NN)c1ccccc1 (centres undefined),i,i,i,i,i,i,i,-9.7,i,i,i
Cc1ccc(NC(=S)N2CCN(c3ncccn3)CC2)cc1C,i,i,i,i,i,i,i,-6.5,i,i,i
O=C(Nc1cccc(-c2cccc(F)c2)c1)C1CCN(Cc2ccco2)CC1,i,i,i,i,i,i,i,-14.5,i,i,i
O=C(CN1C(=O)NC2(CCCC2)C1=O)Nc1ccccc1C(F)(F)F,i,i,i,i,i,i,i,-2.9,i,i,i
COc1ccc(C2C(C(=O)OCC3CCCO3)=C(C)NC3=C2C(=O)CC(c2ccco2)C3)cc1O (centres undefined),i,i,i,i,i,i,i,-11.8,i,i,i
CCc1ccc[n+](-c2[nH]c(=O)sc2/C=N/N=C(\N)[O-])c1,i,i,i,i,i,i,i,-1.9,i,i,i

(continued)
SMILES,KCNK3 block,RGS4 block,KCNK9 block,KCNQ1 act,RGS4 act,MrgX1 allo act,KCNQ1 block,hERG rescue,MrgX1 agonist,ANO1 block,ANO1 activ
Cc1cccc(NC(=O)Nc2ccc(S(N)(=O)=O)cc2)c1,i,i,i,i,i,i,i,-9.9,i,i,i
CCC1Oc2ccccc2N(CC(=O)NCCN2CCCC2)C1=O (centres undefined),i,i,i,i,i,i,i,-5.7,i,i,i
O=C(NCc1cccc(C(F)(F)F)c1)c1cc(-c2ccccc2)nn1CC1CC(c2cccnc2)=NO1 (centres undefined),i,i,i,i,i,i,i,-5.5,i,i,i
O=C(Oc1oc(-c2ccco2)nc1C=Nc1ccccc1)c1ccco1,i,i,i,i,i,i,i,-1.3,i,i,i
CCCCOc1ccc(C2=NNC(=O)CC2)cc1,i,i,i,i,i,i,i,-9.3,i,i,i
CCN(Cc1ccncc1)C(=O)CC1C(=O)NCCN1Cc1ccc(F)c(F)c1 (centres undefined),i,i,i,i,i,i,i,-4.8,i,i,i
Cc1ccc2c(c1)nnn2C1CCN(S(=O)(=O)c2ccc(C(=O)N(C)C3CCCCC3)cc2)CC1,i,i,i,i,i,i,i,-4.8,i,i,i
Cc1ccc(C(=O)NCC(=O)OCc2c(F)cccc2Cl)cc1,i,i,i,i,i,i,i,-12.7,i,i,i
